Screening results from PubChem BioAssay.
Calb biofilm kill = clotrimazole potentiators killing Candida biofilms, primary screen, with clotrimazole, Alamar Blue | C. albicans biofilm + clotrimazole | actives 0.14% (n = 85,000) | inhibition, % at 6 µM;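 active = inhibition above 20%; inactive = inhibition below 20%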;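 also: preformed 24 hr biofilms exposed to compound for 48 hr; 0% = biofilm without compound and 100% = blank killed by clotrimazole plus chlorhexidine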
PLK1 kinase inh = human PLK1 kinase inhibitors, primary screen, biochemical, TR-FRET | actives 0.53% (n = 97,000) | Serine/threonine-protein kinase PLK1 (Homo sapiens), P53350 | inhibition, % at 10 µM | recombinant PLK1 kinase, TR-FRET peptide phosphorylation | AID 619, 2007;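 active = inhibition of 50% or more in the single-concentration screen; inactive = inhibition below 50%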;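 also: 0% = DMSO max control and 100% = H-89 dihydrochloride min control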
Target sequence (P53350 whole entry, looked up): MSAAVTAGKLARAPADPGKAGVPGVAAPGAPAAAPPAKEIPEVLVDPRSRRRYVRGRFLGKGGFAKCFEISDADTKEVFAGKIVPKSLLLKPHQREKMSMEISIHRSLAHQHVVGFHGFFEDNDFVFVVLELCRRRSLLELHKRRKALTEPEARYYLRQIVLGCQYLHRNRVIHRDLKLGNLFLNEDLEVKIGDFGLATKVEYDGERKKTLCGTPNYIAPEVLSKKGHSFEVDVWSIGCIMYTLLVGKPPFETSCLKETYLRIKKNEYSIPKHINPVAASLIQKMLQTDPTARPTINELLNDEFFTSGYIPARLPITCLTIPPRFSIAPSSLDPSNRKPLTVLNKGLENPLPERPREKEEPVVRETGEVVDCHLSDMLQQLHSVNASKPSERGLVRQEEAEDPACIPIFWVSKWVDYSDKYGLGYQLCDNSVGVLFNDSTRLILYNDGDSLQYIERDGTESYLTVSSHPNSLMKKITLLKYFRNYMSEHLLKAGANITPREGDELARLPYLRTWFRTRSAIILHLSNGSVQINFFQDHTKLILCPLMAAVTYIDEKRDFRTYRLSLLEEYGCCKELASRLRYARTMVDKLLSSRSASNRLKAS
LYP act = LYP phosphatase activators, primary screen, biochemical, DiFMUP fluorescence, 2 µM; activation, % at 2 µM; AID 697, 2007; actives 0.11% (n = 96,000); recombinant LYP; 0 = plate median, 100 = signal doubled;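 active = activation at 2 µM above a set limit, the mean plus 5 SD, cut at about 37% in these data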
HIV Rev-RRE inh = HIV-1 Rev-RRE binding inhibitors, primary screen, biochemical, FRET, protein-RNA interaction; Rev peptide-RRE RNA binding; actives 0.79% (n = 97,000); inhibition, % at 8 µM; AID 704, 2007; P05866;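 active = inhibition above the screen-wide mean plus 3 SD, cut at about 35% in these data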;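 also: 0% = median DMSO wells and 100% = median Neomycin B control wells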
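Material: labelled RRE RNA duplex and labelled Rev peptide / Buffer or medium: HEPES pH 7.5 salt buffer with EDTA / Compound dosing: single point, 8 µM final nominal compound concentration / Benchmarks: DMSO low control, neomycin B high control / Timing: 5 min preincubation and 15 min binding, 25 °C / Technique: FRET fluorescence readout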
CYP2C9 act = human CYP2C9 activators, primary screen, biochemical, luminescence. recombinant CYP2C9, luciferin-H conversion; hits give high values; factor 1 = untreated enzyme, 0 = blocked. actives 1.4% (n = 96,000). activation factor at 5 µM;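 active = activation factor of 2 or more for CYP2C9 at a 5 µM dose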;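 also: 0 = sulfaphenazole-blocked wells and 1 = vehicle-only wells; values of inactives mirror those of a sister screen read the other way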
Target sequence (P11712 whole entry, looked up): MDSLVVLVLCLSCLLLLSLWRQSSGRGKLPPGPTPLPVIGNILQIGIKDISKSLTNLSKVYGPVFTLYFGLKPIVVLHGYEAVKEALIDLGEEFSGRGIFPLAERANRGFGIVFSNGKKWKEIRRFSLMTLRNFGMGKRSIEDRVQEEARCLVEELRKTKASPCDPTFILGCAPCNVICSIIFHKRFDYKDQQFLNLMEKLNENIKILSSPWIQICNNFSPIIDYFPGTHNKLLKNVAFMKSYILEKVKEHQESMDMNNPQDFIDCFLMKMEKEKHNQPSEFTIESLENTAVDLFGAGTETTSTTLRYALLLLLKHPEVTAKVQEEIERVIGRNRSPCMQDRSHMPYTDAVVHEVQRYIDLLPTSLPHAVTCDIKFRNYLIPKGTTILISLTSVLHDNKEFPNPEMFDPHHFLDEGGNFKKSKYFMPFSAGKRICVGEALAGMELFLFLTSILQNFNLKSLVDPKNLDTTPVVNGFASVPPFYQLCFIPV
PTPN22 inh 2 = PTPN22 phosphatase inhibitors, primary screen, biochemical, DiFMUP fluorescence, 2 µM. Tyrosine-protein phosphatase non-receptor type 22 (Homo sapiens), Q9Y2R2. recombinant LYP catalytic domain. inhibition, % at 2 µM. actives 0.21% (n = 96,000);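 active = inhibition at 2 µM at or above a set limit, the screen mean plus 3 SD, cut at about 24% in these data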;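 also: 0% = DMSO with enzyme and 100% = enzyme fully blocked by orthovanadate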
CYP2C9 inhib = blockers of cytochrome P450 2C9 activity – biochemical, luminescence, ADME assay, primary screen | CYP2C9 Supersomes, luciferin-H conversion | inhibition, % at 5 µM | actives 20% (n = 96,000) | AID 777, 2007;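 active = blocking of liver enzyme CYP2C9 beyond about 50% at 5 µM, limit read from the data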; also: values of inactives mirror those of a sister screen read the other way
PLK1 PBD inh = Plk1 polo box domain binding inhibitors, primary screen, biochemical, fluorescence polarization. AID 693, 2007. Plk1 PBD phosphopeptide binding. actives 0.13% (n = 97,000). Serine/threonine-protein kinase PLK1 (Homo sapiens), P53350. inhibition, %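 (tested at about 20 µM)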; in the data active = inhibition above about 34%, passing the limit was not always enough
EphB4 ephrin blk = EphB4-ephrin-B2 interaction antagonists, primary screen, biochemical, TNYL-RAW peptide probe, fluorescence polarization; EphB4 LBD / TNYL-RAW-Alexa532 peptide; inhibition, % at 7 µM; actives 0.15% (n = 97,000); Ephrin type-B receptor 4 (Homo sapiens), P54760;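 active = inhibition above the screen-wide mean inhibition plus 3 SD, cut at about 15% in these data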;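 also: 0% = DMSO wells and 100% = excess unlabeled TNYL-RAW peptide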
An asterisk follows results filed as active; / = no result given. This is a random part of the collection, and some 20% of all compounds hit somewhere here.

SMILES | Calb biofilm kill | PLK1 kinase inh | LYP act | HIV Rev-RRE inh | CYP2C9 act | PTPN22 inh 2 | CYP2C9 inhib | PLK1 PBD inh | EphB4 ephrin blk
O=C(CSc1nc(O)c(Cc2ccccc2)c(=O)n1-c1ccccc1)N1CCOCC1 | 5.7 | -13.4 | 1.2 | 0.8 | 1.2 | 1.8 | -22.6 | -1.6 | 4.8
COc1cc(-c2nn3c(C4CCCCC4)nnc3s2)cc(OC)c1OC | 7.4 | -5.0 | -7.2 | 1.9 | 0.2 | 6.5 | 83.7* | -22.1 | -2.2
COc1cc(OC)c(C(=O)NC2CCCCCC2)cc1OC | -5.1 | -16.6 | 2.3 | 5.5 | 0.7 | -0.7 | 34.4 | 9.8 | -5.7
O=C(Nc1ccc(Cl)cc1)c1ccc(-n2cccn2)c([N+](=O)[O-])c1 | / | -12.8 | -10.7 | 1.8 | 1.2 | 12.9 | -18.1 | 3.0 | 2.2
COc1ccc2c(c1)CC/C(=C\C=C\c1ccccc1)C2=O | 5.8 | -16.7 | -8.8 | 7.9 | / | 9.4 | / | 6.0 | -3.4
Brc1ccccc1OCCOCCOc1cccc2cccnc12 | / | -11.5 | 4.4 | 11.9 | / | -2.0 | / | -2.9 | -3.9
CCCCn1c(SCC(=O)Nc2nc(C)cs2)nnc1-c1cccnc1 | 7.5 | 17.3 | 6.2 | 4.2 | 1.1 | -8.3 | -5.8 | 7.8 | -1.2
CCOC(=O)C1=C(c2ccccc2)NC(SCC(=O)Nc2ccc(C)cc2)=C(C#N)C1c1ccco1 (stereo not drawn) | 2.9 | -11.0 | -11.8 | 4.7 | 0.4 | 12.2 | 64.7* | 0.2 | 3.5
Cc1ccc(S(=O)(=O)N2CCCCC2C(=O)N2CCN(Cc3ccccc3)CC2)cc1 (stereo not drawn) | / | 11.3 | -3.0 | 5.3 | 2.9* | 1.0 | -194.7 | -0.6 | -0.2
COC(=O)c1[nH]c2cccc(OC)c2c1NC(=O)CN1CC(C)OC(C)C1 (stereo not drawn) | 13.5 | -13.4 | 4.6 | -1.8 | 0.7 | -3.4 | 33.6 | -14.4 | 0.3
Cc1nnc(SCCn2c(N3CC(C)CC(C)C3)nc3c2c(=O)[nH]c(=O)n3C)s1 (stereo not drawn) | 4.0 | -16.2 | 8.8 | -0.2 | 0.4 | -8.5 | 60.8* | -1.4 | -2.8
CC(C)(NO)/C(=N\O)c1ccc(Cl)cc1 | 0.1 | 4.0 | -5.8 | 2.9 | 0.8 | 9.4 | 16.7 | -17.3 | 3.7
COc1cc(C(=O)O)cc(OC)c1OCc1cc(C(=O)O)oc1C | 8.1 | -12.7 | 2.2 | 5.3 | 1 | -2.8 | 0.8 | -26.1 | -0.6
CCCc1cc(N2CCCC(C(=O)Nc3ccc(OC)cc3OC)C2)n2ncnc2n1 (stereo not drawn) | 5.0 | 2.7 | -5.8 | 0.3 | 0.5 | 4.2 | 48.0 | 8.8 | 2.0
c1cc2c(cc1C1CCCN1)OCCCO2 (stereo not drawn) | 9.3 | -4.9 | -1.1 | 7.1 | 1 | -2.1 | -1.9 | -22.0 | 0.4
CCCCCOC(=O)C1=C(C)Nc2ncnn2C1c1cccs1 (stereo not drawn) | 0.6 | 22.7 | -4.9 | 14.0 | 0.6 | 6.3 | 38.9 | -7.6 | 5.6
COc1ccccc1NC(=O)N1CCC(c2nc3cc(C)c(C)cc3[nH]2)CC1 | 3.4 | -10.7 | -3.3 | 1.6 | / | 5.9 | / | -10.7 | 3.0
Cc1ccc(C(C)NC(=O)c2c(C)noc2C)cc1C (stereo not drawn) | -3.6 | -5.0 | -0.8 | 4.9 | 0.8 | 4.6 | 24.1 | 17.1 | 8.1
COc1ccccc1NC(=O)COc1ccc(/C=N/NC(=O)CSCc2ccc(Cl)cc2)cc1 | / | -6.7 | -5.8 | 9.6 | 0.3 | 8.8 | 66.4* | -7.5 | 3.6
C=CCNC(=O)c1nc2ccccc2s1 | 9.3 | -8.6 | -2.1 | 7.1 | / | 3.0 | / | 3.6 | 3.6
O=C(NC(=S)Nc1cc(C(F)(F)F)ccc1Cl)c1ccccc1 | / | -16.2 | 3.5 | 1.5 | 1.6 | 0.3 | -55.6 | 19.7 | -7.6
Cc1cc(C(F)F)n2nc(C(=O)Nc3ccc(S(=O)(=O)NC45CC6CC(CC(C6)C4)C5)cc3)nc2n1 | 0.6 | -25.5 | -12.4 | 6.3 | 0.8 | 10.0 | 24.7 | -0.9 | -4.7
Cc1[nH]c2ccccc2c1Cc1nnc(SCc2ccccc2)o1 | 7.3 | -9.1 | 1.3 | 7.6 | 0.7 | -4.2 | 26.9 | -20.0 | -3.0
CN(Cc1ccccc1)C(=O)c1cccc(NC(=O)c2ccco2)c1 | -0.6 | -12.3 | -6.2 | 3.6 | 3.1* | 5.7 | -212.5 | 22.7 | -6.5
CCCCNC(=O)c1onc(CSc2ccc(F)cc2)c1C(=O)O | / | -10.0 | -12.8 | 4.7 | 0.4 | 15.6 | 58.0* | -14.8 | 4.7

3 structures from above, arranged by count of non-hydrogen atoms, highest first:
SMILES | Calb biofilm kill | PLK1 kinase inh | LYP act | HIV Rev-RRE inh | CYP2C9 act | PTPN22 inh 2 | CYP2C9 inhib | PLK1 PBD inh | EphB4 ephrin blk
Cc1cc(C(F)F)n2nc(C(=O)Nc3ccc(S(=O)(=O)NC45CC6CC(CC(C6)C4)C5)cc3)nc2n1 | 0.6 | -25.5 | -12.4 | 6.3 | 0.8 | 10.0 | 24.7 | -0.9 | -4.7
CCCCNC(=O)c1onc(CSc2ccc(F)cc2)c1C(=O)O | / | -10.0 | -12.8 | 4.7 | 0.4 | 15.6 | 58.0* | -14.8 | 4.7
c1cc2c(cc1C1CCCN1)OCCCO2 (stereo not drawn) | 9.3 | -4.9 | -1.1 | 7.1 | 1 | -2.1 | -1.9 | -22.0 | 0.4

(cont.)
SMILES | Calb biofilm kill | PLK1 kinase inh | LYP act | HIV Rev-RRE inh | CYP2C9 act | PTPN22 inh 2 | CYP2C9 inhib | PLK1 PBD inh | EphB4 ephrin blk
CN(C(=O)C1CCCO1)c1nnc(-c2ccncc2)s1 (stereo not drawn) | 0.8 | -5.2 | -7.8 | 3.5 | 0.9 | 11.5 | 13.8 | -22.1 | 0.9
COc1ccc(N=CC2=C(O)c3ccccc3C2=O)c(OC)c1 | 7.0 | -8.0 | 1.8 | 3.1 | 0.9 | -4.6 | 12.6 | -17.7 | -11.8
CC(=O)Nc1ccc(NC(=O)Cn2c(-c3ccc(F)cc3)cnc2SCC(=O)Nc2c(C)cccc2C)cc1 | / | -6.1 | -4.6 | 3.7 | 0.7 | 6.3 | 26.4 | 10.4 | -0.7
Cc1cc(NC(=O)COC(=O)CSc2nc3cc(Cl)ccc3n2Cc2ccccc2)no1 | 5.1 | -4.1 | -13.6 | 5.2 | 0.7 | 14.1 | 29.2 | 34.7 | 2.8
O=C(Cc1ccccc1)Nc1ccc(-c2nnc(-c3ccco3)o2)cc1 | / | -0.9 | -5.1 | -1.9 | / | 0.7 | / | -5.3 | 2.1
O=c1nc(N2CCCC2)nc(Nc2ccccc2)[nH]1 | -6.0 | -12.2 | 8.1 | -7.1 | 0.8 | -11.2 | 15.6 | -4.0 | -10.3
CC1CCCC(NC(=O)CSc2ncccc2C(=O)O)C1C (stereo not drawn) | -0.1 | -14.7 | 2.3 | 1.9 | 1.1 | 0.3 | -8.9 | -4.4 | -0.9
CCn1c(SCC(=O)Nc2cc(C)on2)nnc1-c1ccco1 | 5.0 | 0.9 | 6.6 | 4.1 | 0.7 | -7.7 | 33.0 | -4.4 | -1.1
FC(F)(F)c1ccc(Sc2nnc(-c3cccs3)n2CC2CCCO2)nc1 (stereo not drawn) | 3.9 | -11.7 | 4.6 | 0.4 | 0.5 | -0.7 | 51.9* | -2.0 | -4.8
Cn1c(=NC(=O)C2CC2)sc2cc(F)cc(F)c21 | -0.6 | 36.5 | / | 4.5 | 1.2 | / | -15.8 | -17.6 | -3.2
Cc1cccn2c(=O)c(C=Nc3ccc(Cl)cc3)c(NCCO)nc12 | 11.1 | -5.2 | -3.4 | 7.8 | / | 2.8 | / | -2.8 | 4.9
COc1ccc(NC(=O)Cn2nnc(C(=O)NCc3ccccc3OC)c2N)cc1Cl | / | -11.0 | 10.0 | 12.5 | 1.2 | -7.0 | -19.9 | 8.4 | 4.3
Nc1c(C(=O)O)nnn1Cc1ccccc1 | 4.5 | -29.4 | 6.1 | 1.2 | 1.1 | -4.4 | -8.1 | 15.1 | -5.9
CCC(CC)c1nnc(NC(=O)c2nc3nc(C)cc(C)n3n2)s1 | 0.4 | 5.2 | 0.2 | 2.6 | 0.9 | 0.5 | 6.4 | 12.2 | 2.5
CCn1c(SCC(=O)Nc2ccccc2C(=O)OC)nnc1-c1ccoc1C | 12.8 | -6.7 | -6.5 | 1.4 | 0.8 | 4.4 | 19.6 | 3.1 | 3.3
CCOC(=O)C1=C(C)Nc2nc(=S)[nH]n2C1c1ccc(Cl)cc1 (stereo not drawn) | -0.1 | -6.8 | -16.1 | -2.4 | 0.7 | 17.8 | 28.3 | -29.9 | -2.1
CCN(CC)CC(=O)NCc1cc(-c2ccc(OC)cc2)no1 | / | 3.2 | 4.3 | -1.4 | 0.8 | -6.9 | 16.2 | -14.0 | -6.0
O=C(CSc1nnc(CCc2nc3ccccc3[nH]2)n1-c1ccccc1)NCc1ccco1 | 7.5 | -6.8 | 5.3 | 1.0 | 0.2 | -7.4 | 75.4* | 14.7 | -1.5
COc1ccc(OC)c(-c2csc3nnc(SCC(=O)Nc4ccc(NC(C)=O)cc4)n23)c1 | 7.5 | -1.0 | -4.2 | 6.3 | 0.5 | 3.3 | 52.8* | -10.1 | 2.7
CCOC(=O)N1CCC(NC(=O)c2cccc3c2C(=O)N(c2ccc(OC)cc2)C3)CC1 | 3.1 | -15.7 | 0.3 | -9.8 | 0 | -3.6 | 98.3* | 17.0 | -0.1
CCOC(=O)c1cc2c(n(-c3ccc(C)cc3)c1=O)CCCC2=O | -6.5 | -5.3 | 6.0 | 3.0 | 0.9 | -7.5 | 12.0 | -6.7 | 0.5
CCOC(=O)c1c(N)c(C#N)c2n1CCCCC2 | 1.4 | -16.4 | 8.5 | 1.2 | 0.7 | -11.6 | 34.5 | 13.9 | 4.0
COc1ccc(CC(=O)OCC(=O)Nc2ccc(Cl)cn2)cc1 | 4.8 | -8.1 | 7.6 | -4.0 | 0.5 | -5.3 | 48.1 | 20.5 | -4.9
c1ccc(-n2nnnc2Sc2n[nH]c(-c3ccncc3)n2)cc1 | 3.5 | -12.0 | 11.3 | 9.1 | 0.2 | -13.6 | 80.5* | -7.0 | -0.2
Cc1nn(C)c(C)c1Sc1ccc(Br)cc1 | 5.4 | 0.8 | 9.0 | 7.1 | 0.8 | -11.4 | 24.7 | -19.1 | 6.3
O=C1C2ON(c3ccccc3)C(c3ccccn3)C2C(=O)N1c1ccc(Br)cc1 (stereo not drawn) | 6.7 | -14.8 | 5.9 | 10.9 | 0.3 | -7.6 | 74.1* | -26.6 | -6.0
